C diff growth = C. difficile growth inhibitors, primary screen, HTS. growth activity, negative = inhibition, % at 16 µg/mL (by protocol). 86,000 compounds, 0.25% hits. Clostridium difficile clinical isolate growth, OD600, 24 h; stronger effect = lower value;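 active = mean growth activity at or below -80% and every replicate also at or below -80%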;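 note: 0% = DMSO wells and -100% = levofloxacin 16 µg/mL wells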
Pf Dd2 inh = P. falciparum Dd2 growth inhibitors, primary screen, SYBR Green fluorescence, single dose replicates; activity change, % at 10 µM; 94,000 compounds, 2.3% hits; 72 h; stronger effect = lower value; in the data active = activity change below about -80%
Tcruzi prolif = T. cruzi intracellular proliferation inhibitors, primary screen, cell-based, beta-gal Tulahuen parasites, NIH3T3 host, luminescence. T. cruzi beta-gal in NIH3T3, GalScreen luminescence, 90 h. inhibition, % at 8.34 µM. 77,000 compounds, 5.9% hits;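 active = mean inhibition above about 93%, with at least 55% of replicates each passing it, limit read from the data, passing the limit was not always enough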
KDM4C inh = inhibitors of GASC-1 (KDM4C) histone demethylase, primary screen, biochemical, single concentration HTS | GST-KDM4C 2-372, H3K9me3 peptide, LANCE TR-FRET | Lysine-specific demethylase 4C (Homo sapiens), Q9H3R0 | 96,000 compounds, 0.15% hits | inhibition, % at 12.5 µM;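 active = mean replicate inhibition above about 25%, with at least 55% of replicates also reaching it, limit read from the data, passing the limit was not always enough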
Target sequence (Q9H3R0 2-372 limits assumed): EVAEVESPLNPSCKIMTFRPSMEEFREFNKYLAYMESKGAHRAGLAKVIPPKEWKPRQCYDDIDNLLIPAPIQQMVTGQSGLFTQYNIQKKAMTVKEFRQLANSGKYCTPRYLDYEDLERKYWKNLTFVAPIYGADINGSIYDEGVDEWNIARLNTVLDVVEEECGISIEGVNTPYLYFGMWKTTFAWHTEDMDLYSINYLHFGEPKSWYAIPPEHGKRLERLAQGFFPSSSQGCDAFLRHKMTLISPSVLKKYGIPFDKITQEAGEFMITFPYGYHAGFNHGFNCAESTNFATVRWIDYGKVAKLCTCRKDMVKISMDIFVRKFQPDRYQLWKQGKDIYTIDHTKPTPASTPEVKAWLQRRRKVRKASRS
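Test system – GST-tagged GASC-1 (JMJD2C) catalytic fragment, aa 2-372 · Medium – HEPES buffer, pH 7.5, plus ascorbate · Reagent – H3K9me3 peptide with Fe(II)/2OG · Compound – one test concentration per compound · Timing – 30 min reaction, 60 min detection, RT · Technique – TR-FRET with Eu antibody and ULight streptavidin, EDTA stop · Read-out basis – inhibition from TR-FRET ratio decrease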
* hit, by the source's call; . = not tested or not shown; & = joins results of further samples. The order is random; 7.3% or so of the library scored in one or more.

SMILES	C diff growth	Pf Dd2 inh	Tcruzi prolif	KDM4C inh
C[C@H]1CN([C@@H](C)CO)C(=O)Cc2cc(NS(=O)(=O)c3cccs3)ccc2O[C@@H]1CN(C)Cc1ccc(C(F)(F)F)cc1	9	6	61	1.5
C[C@@H]1CCCCO[C@@H](CN(C)C)[C@H](C)CN([C@H](C)CO)C(=O)c2cc(NS(=O)(=O)c3cn(C)cn3)ccc2O1	-2	25	-5	1.1
C[C@@H]1CN([C@H](C)CO)C(=O)c2cc(/C=C/c3ccccc3)cnc2O[C@H]1CN(C)S(=O)(=O)c1cccs1	-4	-45	.	-0.6
C[C@@H]1CN([C@H](C)CO)C(=O)c2cc(NS(=O)(=O)c3cn(C)cn3)ccc2O[C@@H](C)CCCCO[C@@H]1CN(C)Cc1ccncc1	1	38	-48	1.6
O=C(NC1CCCCC1)N1CC(=O)N2[C@H](CO)[C@H](c3ccc(-c4cccc(F)c4)cc3)[C@H]2C1	-16	-28	.	-2.2
Cc1noc(C)c1NC(=O)Nc1ccc2c(c1)C(=O)N([C@H](C)CO)C[C@H](C)[C@@H](CN(C)Cc1ccc3c(c1)OCO3)OCCCC[C@H](C)O2	1	-24	-41	0.8
CO[C@H]1CN(C)C(=O)c2ccc(NC(=O)c3ccc(F)cc3)cc2OC[C@H](C)N(C(=O)CN(C)C)C[C@@H]1C	.	.	6	1.0
C[C@@H]1CN([C@@H](C)CO)C(=O)c2cccc(NS(=O)(=O)c3ccc(Cl)cc3)c2O[C@@H]1CN(C)S(=O)(=O)c1ccccc1	21	-40	61	0.0
Cc1noc(C)c1NC(=O)Nc1ccc2c(c1)C(=O)N([C@H](C)CO)C[C@H](C)[C@H](CN(C)Cc1ccc3c(c1)OCO3)O2	3	7	-17	1.1
CC(C)C#Cc1ccc([C@@H]2[C@H]3CN(C(=O)c4ccc5c(c4)OCO5)CCCCN3[C@H]2CO)cc1	5	-8	39	-0.9
Cc1ccc(S(=O)(=O)N(C)C[C@@H]2Oc3ccc(NC(=O)NC(C)C)cc3CC(=O)N([C@@H](C)CO)C[C@@H]2C)cc1	7	-34	9	0.6
C[C@@H]1CN([C@@H](C)CO)C(=O)Cc2cc(NC(=O)CCC(F)(F)F)ccc2O[C@H]1CN(C)C(=O)Nc1ccc(F)cc1	1	-25	-23	2.1
O=C(Cc1ccncc1)Nc1ccc2c(c1)[C@H]1C[C@@H](CC(=O)NC3CCCC3)O[C@H](CO)[C@H]1O2	.	-11	-14	-1.5
COc1ccccc1-c1cnc2c(c1)C(=O)N([C@H](C)CO)C[C@@H](C)[C@H](CN(C)C(C)=O)O2	-3	35	9	-1.9
COCC(=O)N(C)C[C@H]1Oc2ncc(C#Cc3ccccc3)cc2C(=O)N([C@H](C)CO)C[C@H]1C	-4	-5	-53	3.4
CCCC#Cc1ccc2c(c1)O[C@H](CN(C)C(=O)Nc1ccc(OC)cc1)[C@@H](C)CN([C@@H](C)CO)S2(=O)=O	11	-35	113*	0.2
CC(=O)N(C)C[C@@H]1Oc2cc(C3=CCCCC3)ccc2S(=O)(=O)N([C@@H](C)CO)C[C@@H]1C	.	-8	59	-0.8
CCCC#Cc1ccc([C@H]2[C@H](CO)N3C(=O)CN(C(=O)Nc4ccccc4F)C[C@@H]23)cc1	0	-15	.	-1.2
N#C[C@@H]1[C@@H](c2ccccc2-c2ccccc2F)[C@H](CO)N1C(=O)C1CCOCC1	-5	-51	.	0.3
COc1cccc(NC(=O)N(C)C[C@H]2Oc3ncc(C4=CCCCC4)cc3C(=O)N([C@@H](C)CO)C[C@H]2C)c1	6	13	72	0.9
O=C1CN(S(=O)(=O)Cc2ccccc2)C[C@H]2[C@H](c3ccc(C#Cc4cccnc4)cc3)[C@@H](CO)N12	1	-50	.	-2.5
CN1C(=O)c2cc(NC(=O)c3cccc(F)c3)ccc2OC[C@@H]2O[C@@H](CC(=O)O)CC[C@H]21	-3	0	32	0.9
C[C@@H]1CN([C@@H](C)CO)C(=O)Cc2cc(NC(=O)C3CCCCC3)ccc2O[C@@H]1CN(C)C(=O)Nc1ccc(C(F)(F)F)cc1	-1	-20	12	0.2
C[C@@H]1CN([C@@H](C)CO)C(=O)c2cc(NC(=O)CCN3CCOCC3)ccc2O[C@H]1CN(C)C(=O)Nc1ccc(C(F)(F)F)cc1	4	3	-283	-0.1
Cc1noc(C)c1S(=O)(=O)Nc1ccc2c(c1)C(=O)N([C@H](C)CO)C[C@H](C)[C@H](CN(C)C(=O)C1CCCCC1)OCCCC[C@@H](C)O2	-3	-40	45	-0.8
O=C(NCC[C@H]1CC[C@@H](NS(=O)(=O)c2ccc(Cl)cc2)[C@H](CO)O1)c1ccccc1F	-4	-11	43	-0.9
C[C@@H]1CN([C@@H](C)CO)S(=O)(=O)c2ccc(C#Cc3cccc(F)c3)cc2O[C@@H]1CN(C)S(=O)(=O)c1cn(C)cn1	-3	-17	94	0.5
COc1ccc(NC(=O)N2CCCCN3[C@H](CO)[C@H](c4ccc(-c5ccccc5C)cc4)[C@H]3C2)cc1	30	-43	48	-2.0
COc1ccccc1NC(=O)C[C@H]1CC[C@H]2[C@@H](COc3ccc(NS(C)(=O)=O)cc3C(=O)N2C)O1	17	.	3	-3.6
COc1ccccc1CNC(=O)C[C@H]1C[C@@H]2c3cc(NC(=O)NC4CCCC4)ccc3O[C@@H]2[C@H](CO)O1	-11	-7	57	-1.0
C[C@@H]1CN([C@@H](C)CO)C(=O)c2cc(C3=CCCCC3)cnc2O[C@H]1CN(C)S(C)(=O)=O	.	25	52	-0.3
C[C@H]1CN([C@@H](C)CO)C(=O)c2cccc(NS(=O)(=O)c3cccs3)c2O[C@@H]1CN(C)Cc1ccc(-c2ccccc2)cc1	2	-25	73	0.3
COc1cccc(C#Cc2ccc([C@@H]3[C@H](C#N)N(C(=O)C4CCCC4)[C@H]3CO)cc2)c1	46	-60	.	-1.7
CCCNC(=O)N1[C@H](CO)[C@H](c2ccc(C3=CCCC3)cc2)[C@@H]1C#N	-2	13	27	3.5
Cc1cc(C(=O)Nc2cccc3c2O[C@H](CN(C)Cc2ccc(Cl)c(Cl)c2)[C@@H](C)CN([C@H](C)CO)C3=O)n(C)n1	-5	-40	57	-1.2
C[C@@H]1CN([C@@H](C)CO)C(=O)Cc2cc(NC(=O)Cn3cnnn3)ccc2O[C@@H]1CN(C)C(=O)NC1CCCCC1	-2	8	-7	0.2
CCC(=O)Nc1ccc2c(c1)C(=O)N(C)C[C@H](OC)[C@H](C)CN(C(C)=O)[C@@H](C)CO2	-3	.	-1	0.0
CC(=O)N1[C@@H]2CN(C(=O)c3ccccc3)c3ccccc3[C@@H]2[C@@H]1CO	-5	-4	43	1.1
O=C(NCC[C@@H]1CC[C@H](NC(=O)c2cccnc2)[C@@H](CO)O1)Nc1ccc(Cl)cc1	26	17	30	-1.2
C[C@@H]1CN([C@@H](C)CO)C(=O)c2cc(NS(=O)(=O)c3cn(C)cn3)ccc2O[C@@H]1CN(C)C(=O)Nc1ccccc1	-4	10	38	-3.2
CC=Cc1ccc2n(c1=O)C[C@H]1[C@H](CO)[C@@H](C(=O)NCC)[C@@H]2N1CC1CCOCC1 (mixture of isomers)	-8	8	-7	1.6
C[C@H](NC(=O)C[C@H]1C=C[C@H](NC(=O)Cc2ccccn2)[C@@H](CO)O1)c1ccccc1	3	21	22	-0.7
C[C@@H]1CN([C@@H](C)CO)C(=O)CCCn2cc(nn2)CO[C@H]1CN(C)S(=O)(=O)c1ccc(Cl)cc1	-2	-8&-5	18&-4	-0.7
CO[C@@H]1CN(C)C(=O)c2cc(NS(=O)(=O)c3cccc(F)c3)ccc2OC[C@H](C)N(C(=O)Cc2cccnc2)C[C@@H]1C	.	-17	69	0.5
Cc1noc(C)c1NC(=O)N(C)C[C@H]1OCCCC[C@@H](C)Oc2ccc(NS(=O)(=O)c3ccc(Cl)cc3)cc2C(=O)N([C@H](C)CO)C[C@@H]1C	-8	-14	-3	0.4
COc1ccc(NC(=O)Nc2cccc3c2O[C@@H](CN(C)S(=O)(=O)c2ccc(Cl)cc2)[C@H](C)CN([C@H](C)CO)C3=O)cc1	8	-22	26	-0.9
COCC(=O)Nc1ccc2c(c1)[C@H]1C[C@H](CC(=O)N3CCc4ccccc4C3)O[C@@H](CO)[C@H]1O2	2	-33	-14	1.2
C[C@H](CO)N1C[C@H](C)[C@@H](CN(C)Cc2ccncc2)Oc2ccc(NC(=O)Cc3ccccc3)cc2C1=O	-1	-35	29	.

In the list so far, these have a Cl atom.
SMILES	C diff growth	Pf Dd2 inh	Tcruzi prolif	KDM4C inh
C[C@@H]1CN([C@@H](C)CO)C(=O)c2cccc(NS(=O)(=O)c3ccc(Cl)cc3)c2O[C@@H]1CN(C)S(=O)(=O)c1ccccc1	21	-40	61	0.0
O=C(NCC[C@H]1CC[C@@H](NS(=O)(=O)c2ccc(Cl)cc2)[C@H](CO)O1)c1ccccc1F	-4	-11	43	-0.9
Cc1cc(C(=O)Nc2cccc3c2O[C@H](CN(C)Cc2ccc(Cl)c(Cl)c2)[C@@H](C)CN([C@H](C)CO)C3=O)n(C)n1	-5	-40	57	-1.2
O=C(NCC[C@@H]1CC[C@H](NC(=O)c2cccnc2)[C@@H](CO)O1)Nc1ccc(Cl)cc1	26	17	30	-1.2
C[C@@H]1CN([C@@H](C)CO)C(=O)CCCn2cc(nn2)CO[C@H]1CN(C)S(=O)(=O)c1ccc(Cl)cc1	-2	-8&-5	18&-4	-0.7
Cc1noc(C)c1NC(=O)N(C)C[C@H]1OCCCC[C@@H](C)Oc2ccc(NS(=O)(=O)c3ccc(Cl)cc3)cc2C(=O)N([C@H](C)CO)C[C@@H]1C	-8	-14	-3	0.4
COc1ccc(NC(=O)Nc2cccc3c2O[C@@H](CN(C)S(=O)(=O)c2ccc(Cl)cc2)[C@H](C)CN([C@H](C)CO)C3=O)cc1	8	-22	26	-0.9

Going on with the list:
SMILES	C diff growth	Pf Dd2 inh	Tcruzi prolif	KDM4C inh
CCC(=O)N1C[C@@H](C)[C@@H](OC)CN(C)C(=O)c2cc(NC(=O)c3cnccn3)ccc2OC[C@@H]1C	-3	-8	2	-0.8
CCC(=O)N[C@@H]1CC[C@@H](CC(=O)NCc2ccccc2F)O[C@@H]1CO	.	2	-47	-0.7
COc1ccc(S(=O)(=O)N(C)C[C@H]2Oc3c(NS(=O)(=O)c4cn(C)cn4)cccc3C(=O)N([C@@H](C)CO)C[C@@H]2C)cc1	-1	32	22	0.2
CC(C)C#Cc1ccc2c(c1)O[C@H](CN(C)C(=O)c1cnccn1)[C@@H](C)CN([C@@H](C)CO)S2(=O)=O	0	-13	29	-0.5
C[C@H]1CN([C@@H](C)CO)C(=O)c2cc(NC(=O)Cc3ccccc3)ccc2O[C@@H]1CN(C)Cc1ccc(C(F)(F)F)cc1	-6	-32	-22	1.6
O=C(NCCc1ccncc1)[C@@H]1[C@@H](CO)[C@@H]2Cn3c(ccc(-c4ccccc4)c3=O)[C@H]1N2	-3	18	11	-1.9
COc1ccccc1CNC(=O)C[C@@H]1C[C@H]2c3cc(NC(=O)CN(C)C)ccc3O[C@H]2[C@@H](CO)O1	.	16	57	-2.2
Cc1ccc(-c2ccc3c(c2)O[C@@H](CN(C)Cc2ccccc2)[C@H](C)CN([C@@H](C)CO)S3(=O)=O)cc1	17	-54	116*	2.7
CS(=O)(=O)N1C[C@H](O)COC[C@H]2O[C@@H](CC(=O)NC3Cc4ccccc4C3)CC[C@@H]21	8&-3	-56	-75	0.0
C[C@@H]1CN([C@H](C)CO)C(=O)Cc2cc(NC(=O)c3ccncc3)ccc2O[C@H]1CN(C)S(=O)(=O)c1ccc(F)cc1	3	34	-8	-0.7
CC(=O)N1[C@H](CO)[C@@H](c2ccccc2)[C@H]1CN(CC1CCC1)C(=O)CN(C)C	2	11	23	2.1
C[C@@H]1CN([C@@H](C)CO)C(=O)c2cc(NC(=O)Nc3ccc(C(F)(F)F)cc3)ccc2O[C@@H](C)CCCCO[C@@H]1CN(C)C	9	.	40	0.0
Cc1noc(C)c1NC(=O)Nc1ccc2c(c1)C(=O)N([C@@H](C)CO)C[C@H](C)[C@H](CN(C)C(=O)NC1CCCCC1)O2	-1	58	-7	0.7
CC(C)NC(=O)N(C)C[C@@H]1Oc2ncc(-c3cccc(C#N)c3)cc2C(=O)N([C@@H](C)CO)C[C@H]1C	-3	2	-18	0.5
Cc1ccc(S(=O)(=O)Nc2ccc3c(c2)C(=O)N([C@@H](C)CO)C[C@H](C)[C@@H](CN(C)C)OCCCC[C@@H](C)O3)cc1	-2	-4	-9	2.1
C/C=C/c1cnc2c(c1)C(=O)N([C@@H](C)CO)C[C@@H](C)[C@@H](CN(C)C(=O)NC1CCCC1)O2	3	28	43	0.0
CCC(=O)N1CC[C@H]2[C@@H]1c1cc(-c3ccccc3F)ccc1N(C)[C@H]2CO	-5	6	77	2.4
COC(=O)C[C@H]1CC[C@H]2[C@@H](COc3ccc(NC(=O)c4cnccn4)cc3C(=O)N2C)O1	-4	10	-4	0.7

Assay outcomes (PubChem BioAssay)
